# Source: PubChem BioAssay (National Center for Advancing Translational Sciences (NCATS))
# GAA glycogen mod: GAA glycogen-cleavage inhibition or activation; P10253; recombinant GAA, glycogen substrate, Amplex Red glucose oxidase fluorescence; Potency, µM (titrated, usually from 76.4 µM), inactives show at the highest dose activity change, negative = inhibition, hits mostly inhibitors; actives 0.38% (n = 300,000); active means well fitted inhibition curve with a large enough effect; inconclusive means small, poorly fitted or top-dose-only effect, or another doubt; inactive means no such curve, though single readings can be large or run the other way;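 further: 0% = full enzyme reaction and -100% = no-enzyme basal signal; the screen sought inhibitors and activators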
#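 Recombinant human alpha-glucosidase (4 nM final) hydrolysed bovine liver glycogen (30 ug) for 40 min at 37 C in pH 5.0 citrate/phosphate with 0.01% Tween-20. Released glucose detected by glucose oxidase/Amplex Red, Ex 573/Em 610 nm. Compounds up to 77 uM; AC50 from Hill fits.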
# An asterisk follows results filed as active; u = inconclusive; [ ] = remark or other dose. Potency means the concentration at half of the fitted maximal effect. A portion of the library; the hit share may differ from the screen's.
GAA glycogen mod	canonical_smiles
2%[76.3 µM]	CCOC(=O)N1CCC(NC(=O)c2ccc3c(c2)N=C(CC)c2ccccc2S3)CC1
-1%[76.3 µM]	COc1cc(S(=O)(=O)NCCCn2ccnc2)ccc1F
2%	COC(=O)c1[nH]c2c(c1C)C(=O)CC(c1cccc(OC)c1)C2 (centres undefined)
-5%[76.3 µM]	CCOc1ccc(C)cc1S(=O)(=O)n1cnc2ccccc21
3%	Nc1nonc1C(=O)NCCNC(=O)c1ccc(Cl)cc1
-17%[76.3 µM]	O=C(N/C(=C\c1ccccc1)C(=O)N1CCCCC1)c1ccc(Br)o1
8%[76.3 µM]	Cc1cccc(C(=O)N2CCCC(CCC(=O)N3CCN(c4ccccn4)CC3)C2)c1C (centres undefined)
-1%[76.3 µM]	CCN(c1ccc(OC)cc1)S(=O)(=O)c1nnc(NC(=O)c2ccc(C)cc2)s1
-9%[76.3 µM]	CC(NC(=O)c1ccccc1NS(=O)(=O)c1ccc(CCC(=O)O)cc1)c1ccccc1 (centres undefined)
-2%[76.3 µM]	O=C(Nc1nc2ccc(F)cc2s1)Oc1ccccc1
-13%	CCN(CC)CCCNC(=O)c1oc2ccc3c(c2c1C)C(O)CC(C)(C)O3 (centres undefined)
-7%[76.3 µM]	Cc1ccc(S(=O)(=O)NCCC(=O)NCCSc2ccc(Br)cc2)cc1
-1%	CC(Cc1c[nH]c2ccccc12)C(=O)NCc1ccco1 (centres undefined)
-6%	COc1ccccc1C(=O)Nc1ccc(S(=O)(=O)N2CCC(C)CC2)cc1
1%[76.3 µM]	Cc1cc(C)c(C(=O)COC(=O)Cn2c(C)csc2=O)cc1C
9%[76.3 µM]	COCCNC(=S)N(CCO)Cc1cc2cc3c(cc2[nH]c1=O)OCCO3
4%	Cc1ccc2nc(N3CCN(C(=O)CCC(=O)O)CC3)nc(-c3ccccc3)c2c1
-3%[76.3 µM]	COC(=O)c1cc(-c2ccc(Br)cc2)c2c(=O)n(C)c(=O)n(C)c2n1
0%[76.3 µM]	CCOC(=O)C1(Cc2ccccc2C)CCCN(C(=O)CN2CCCCC2=O)C1 (centres undefined)
8%	CCOC(=O)CSc1nc2sc3c(c2c(=O)n1-c1ccc(C)cc1)CCN(C)C3
2%	O=C(CN(Cc1ccc(F)cc1)C(=O)CNS(=O)(=O)c1ccc(Cl)cc1)NCC1CCCO1 (centres undefined)
2%	CC(=O)c1cccc(N(C(=O)c2csnn2)C(C(=O)NC2CCCC2)c2ccccc2)c1 (centres undefined)
-8%[76.3 µM]	CCC(C(=O)Nc1c(C)cc(C)cc1C)N1CCCCCC1 (centres undefined)
15%[76.3 µM]	Cc1ccc2c(c1)N(CC(=O)NCCCN1C(C)CCCC1C)C(=O)c1cccnc1O2 (centres undefined)
-3%[76.3 µM]	Cc1cccnc1Nc1nc(-c2ccc(F)cc2)cs1

# Gathered by group, the compounds so far with an NH in an aromatic ring.
GAA glycogen mod	canonical_smiles
2%	COC(=O)c1[nH]c2c(c1C)C(=O)CC(c1cccc(OC)c1)C2 (centres undefined)
-1%	CC(Cc1c[nH]c2ccccc12)C(=O)NCc1ccco1 (centres undefined)
9%[76.3 µM]	COCCNC(=S)N(CCO)Cc1cc2cc3c(cc2[nH]c1=O)OCCO3

# The main list resumes; the six compounds before the break are reprinted first.
GAA glycogen mod	canonical_smiles
8%	CCOC(=O)CSc1nc2sc3c(c2c(=O)n1-c1ccc(C)cc1)CCN(C)C3
2%	O=C(CN(Cc1ccc(F)cc1)C(=O)CNS(=O)(=O)c1ccc(Cl)cc1)NCC1CCCO1 (centres undefined)
2%	CC(=O)c1cccc(N(C(=O)c2csnn2)C(C(=O)NC2CCCC2)c2ccccc2)c1 (centres undefined)
-8%[76.3 µM]	CCC(C(=O)Nc1c(C)cc(C)cc1C)N1CCCCCC1 (centres undefined)
15%[76.3 µM]	Cc1ccc2c(c1)N(CC(=O)NCCCN1C(C)CCCC1C)C(=O)c1cccnc1O2 (centres undefined)
-3%[76.3 µM]	Cc1cccnc1Nc1nc(-c2ccc(F)cc2)cs1
-11%[76.3 µM]	NS(=O)(=O)c1ccc(CCNS(=O)(=O)Cc2ccc(Cl)cc2)cc1
-5%[76.3 µM]	Cc1ccc(N2CCN(S(=O)(=O)c3ccc(C)cc3)CC2)cc1
7%[76.3 µM]	Cc1ccc(-c2nc(CNC(=O)c3cc(C)on3)cs2)cc1
-4%[76.3 µM]	O=C(COc1ccccc1)N(Cc1cccc(F)c1)C1CCS(=O)(=O)C1 (centres undefined)
0%[76.3 µM]	O=C(O)c1cccc(NC(=O)c2ccc(CN3C(=O)c4ccccc4C3=O)cc2)c1
-5%	COCCn1nnnc1C(c1ccccc1OC)N1CCN(C(=O)c2ccco2)CC1 (centres undefined)
5%[76.3 µM]	CCOC(=O)c1c(S(=O)(=O)NCCc2ccco2)c(C)n(C)c1C
7%[76.3 µM]	CN(C)S(=O)(=O)n1cc(/C=C(\NC(=O)c2ccccc2)C(=O)N2CCOCC2)c2ccccc21
-8%	COCCNC(=O)/C(C#N)=C/c1c(N2CCCCCC2)nc2c(C)cccn2c1=O
-2%	CCc1ccc(NC(=O)C(C)OC(=O)CC(NC(C)=O)c2ccccc2)cc1 (centres undefined)
-2%	O=C(CCN1C(=O)C2C3CC(C(Br)C3Br)C2C1=O)OCC(=O)c1cccc([N+](=O)[O-])c1 (centres undefined)
-2%[76.3 µM]	O=C(COc1ccc(Br)cc1)NCCN1CCCC1
-12%[76.3 µM]	O=C(N/N=C/c1ccccc1O)C1CCCC1
-4%[76.3 µM]	Cc1ccn(CC(=O)N2CCCC(N3CCN(c4cccc(Cl)c4)CC3)C2)n1 (centres undefined)
18%[76.3 µM]	CN(C)CC[n+]1ccc(C(=O)c2ccccc2)cc1
-4%[76.3 µM]	O=c1[nH]c(C2CCN(S(=O)(=O)c3ccccc3F)CC2)nc2c1nnn2Cc1ccc2c(c1)OCCO2
3%	CCc1ccccc1S(=O)(=O)c1c(C)cc(C)nc1Cl
-20%	Cc1ccc(N2CC(C(=O)N3CCN(Cc4ccc5c(c4)OCO5)CC3)CC2=O)cc1 (centres undefined)
-2%[76.3 µM]	COc1ccc(C(=O)N2CCC(NC(=O)C(Cc3ccccc3OC)NC(C)=O)CC2)cc1 (centres undefined)
0%	Cc1coc2c1c(C)cc1oc(=O)c(CC(=O)NCCC(=O)O)c(C)c12
9%[76.3 µM]	Cc1nn(S(=O)(=O)c2ccc(C(C)C)cc2)c(C)c1S(=O)(=O)N1CCOCC1
-2%[76.3 µM]	Nc1ccc(C(=O)N/N=C\c2ccc(OC(=O)c3ccccc3Cl)cc2)cc1
-3%	O=C(Nc1cccc(F)c1)C1CCCN(S(=O)(=O)c2ccc(-n3cnnn3)cc2)C1 (centres undefined)
3%	Cc1cc(C)nc(NS(=O)(=O)c2ccc(N3C(=O)C4CCCCC4C3=O)cc2)n1 (centres undefined)
-7%[76.3 µM]	O=C(c1nc2ccc(Cl)cn2c1CN1CCC[C@H]1CO)N1CCCCCCC1

# Structural class, the entries above containing an aryl thioether with sulfur outside any ring (two)
GAA glycogen mod	canonical_smiles
-7%[76.3 µM]	Cc1ccc(S(=O)(=O)NCCC(=O)NCCSc2ccc(Br)cc2)cc1
8%	CCOC(=O)CSc1nc2sc3c(c2c(=O)n1-c1ccc(C)cc1)CCN(C)C3

# Following part:
GAA glycogen mod	canonical_smiles
2%[76.3 µM]	O=C(Oc1cccc(C(=S)N2CCOCC2)c1)c1cccc(Cl)c1
9%[76.3 µM]	OCCN(CC#CC(O)(c1ccccc1)C1CCCCC1)CCO (centres undefined)
8%	COc1ccc(CNC(=O)CN(Cc2ccco2)C(=O)CNS(=O)(=O)c2ccc(C)cc2)cc1
2%	O=C(Cn1nc(-c2ccccc2)ccc1=O)N1CCCCC1
u	CCOc1ccc(C(=O)Nc2cc3c(cc2N2CCCC2)n(CC)c(=O)n3CC)cc1OCC
-2%[76.3 µM]	O=C(NCc1ccc(F)cc1)C(c1ccccc1)N(C(=O)c1csnn1)C1CCCC1 (centres undefined)
-2%[76.3 µM]	COc1ccc(NC(=O)CSc2nnc(NC(=O)C3CC3)s2)cc1OC
5%	COc1ccc(C(=O)NC(C)c2nnc(SCC(=O)NC3CCCC3)n2C)cc1 (centres undefined)
7%	CCC(CC)C(=O)Nc1c2c(nn1-c1ccc(C)cc1)CS(=O)(=O)C2
-3%[76.3 µM]	O=S(=O)(c1ccc(Cl)s1)N1CCC2(CC1)OCCO2
0%[76.3 µM]	CCOC(=O)N1CCN(S(=O)(=O)N2CCCC(C(=O)NC(C)c3ccccc3)C2)CC1 (centres undefined)
3%[76.3 µM]	COC(=O)C1(C)NC(c2ccccc2OC)C2C(=O)N(c3ccccc3)C(=O)C21 (centres undefined)
14%[76.3 µM]	COc1ccc(NC(=O)Cc2nnc(SCC(=O)NC3CCCCC3)n2C)cc1
-6%[76.3 µM]	Cc1ccc2oc(C(=O)N(C)Cc3cnccn3)c(C)c2c1
-5%	COc1ccc(C)cc1N(C)C(=O)Cc1c(C(=O)O)n(C)c2ccccc12
-6%	O=C(OCC(=O)N(C1CCCCC1)C1CCCCC1)c1ccc(O)cc1
4%[76.3 µM]	N#CCCOC1(C#CCN2CCCC2)CCCCC1
11%[76.3 µM]	C=CCN1CCN(C(=O)CCCc2ccccc2)CC1
11%[76.3 µM]	S=c1nc[nH]c2c1cnn2Cc1ccccc1
5%[76.3 µM]	Cc1ccc(OCC(=O)NCCCNC(=O)c2ccccn2)cc1C
11%	Cc1cccc(NC(=O)c2cccc(S(=O)(=O)N3CCCCC3)c2)c1
-2%	CCOC(=O)CSc1nc2c(sc(=S)n2-c2ccccc2OC)c(=O)n1-c1ccccc1OC
-7%[76.3 µM]	Cc1ccccc1NC(=O)NCCCN1CCCC1=O
10%[76.3 µM]	CC(NC(=O)CCC(=O)NCc1ccc(F)cc1)c1ccccc1 (centres undefined)
-13%[76.3 µM]	COc1ccc2[nH]c3nc(SCC(=O)Nc4cccc(NC(C)=O)c4)nnc3c2c1

# 3 entries from above, sorted by length of the SMILES, smallest number first:
GAA glycogen mod	canonical_smiles
2%[76.3 µM]	O=C(Oc1cccc(C(=S)N2CCOCC2)c1)c1cccc(Cl)c1
11%	Cc1cccc(NC(=O)c2cccc(S(=O)(=O)N3CCCCC3)c2)c1
-2%	CCOC(=O)CSc1nc2c(sc(=S)n2-c2ccccc2OC)c(=O)n1-c1ccccc1OC

# Next results follow:
GAA glycogen mod	canonical_smiles
-2%	CCCC(=O)Nc1c2c(nn1-c1ccc(C)cc1)CS(=O)(=O)C2
-6%[76.3 µM]	CCCCCCCNC(=O)C1(CC2CC(c3ccc(Cl)cc3)=NO2)CCN(C(=O)CCCCCBr)CC1 (centres undefined)
-3%[76.3 µM]	Cc1cc(=O)oc2c3c(cc(OCC(=O)NCCCn4ccnc4)c12)OC(C)(C)CC3
-6%	N#CC(CC(=O)c1ccc(F)cc1)c1ccc2c(c1)OCO2 (centres undefined)
0%	CCOC(=O)c1csc(NC(=O)CN2CCCCC2)n1
3%[76.3 µM]	NC(=O)c1ccc(CN2CCc3ccccc3C2)cc1
3%[76.3 µM]	CCn1cc(CN2CCC(n3nccc3NC(=O)Cc3ccccc3)CC2)cn1
7%	CCCCNC(=O)c1cc(-c2ccc3c(c2)OCO3)on1
5%	O=C(CCS(=O)(=O)c1ccccc1)Nc1nncs1
1%	Nn1cnnc1N/N=C/c1ccc(Cl)cc1Cl
-11%[76.3 µM]	CSc1cccc(CN2CCC(CCC(=O)NC3CC3)CC2)c1
7%	Cc1ccc(C)c(N(CC(=O)NCc2ccco2)C(=O)CNS(=O)(=O)c2ccc(F)cc2)c1
-5%	CCN(c1ccccc1)S(=O)(=O)c1ccc2ccccc2c1
-7%	CC(Cc1n[nH]c(=S)n1N)c1ccccc1 (centres undefined)
0%	COc1ccc(CNC(=O)/C(C#N)=C/c2cccc(OC)c2OC)cc1
10%	CC(=O)c1ccc(NC(=O)C2CCCN(S(=O)(=O)c3ccc(-n4cnnn4)cc3)C2)cc1 (centres undefined)
-3%	COc1ccc(NCc2cc(=O)oc3cc(NC(C)=O)ccc23)cc1
2%	O=C(NCc1cccs1)C1CCCN1C(=O)Nc1ccccc1Cl (centres undefined)
16%	CC(C)CCNC(=O)C(c1ccc(O)cc1)N(Cc1ccco1)C(=O)CCC(=O)Nc1nccs1 (centres undefined)
-5%	CCOCCCNC(=O)Cc1ccc(-n2c(CC)nc3cccnc32)cc1
6%	COc1cc(C#N)ccc1OCC(=O)N1CCc2ccccc2C1
-1%[76.3 µM]	CCOc1ccc(CCNC(=O)c2nnn(CC(=O)Nc3c(C)cc(C)cc3C)c2N)cc1OCC
-9%[76.3 µM]	CN(C)c1ccc(/C=C2\N=C(C(C)(C)C)OC2=O)cc1
1%[76.3 µM]	Cc1ccc(C(=O)NCC(=O)OCc2nnc(-c3ccccc3)o2)cc1
5%	Cc1cccc(/C=N/NC(=O)c2ccccc2OCc2cccc(Br)c2)n1
-15%	Cc1cc(NC(=O)CCC(=O)N(c2ccccc2)C(C(=O)NC2CCCC2)c2ccccc2C)no1 (centres undefined)
-2%[76.3 µM]	CCCc1ccc2oc(C(=O)NCCc3nc(C(=O)OCC)cs3)c(C)c2c1
2%	CCOC(=O)COn1c(=O)c(-c2ccccc2)[n+]([O-])c2ccccc21
u	S=c1[nH]nc(C2CCCCC2)n1/N=C/c1ccccc1
-9%[76.3 µM]	O=C(O)c1ccc(NC(=O)c2cccc(S(=O)(=O)Nc3ccc(C(=O)O)cc3)c2)cc1
1%	CCn1cc(CCCC(=O)NCc2cccnc2)c2ccccc21
-6%	COc1cccc(-c2cn(-c3cccc(C(F)(F)F)c3)c(=S)[nH]2)c1
18%[76.3 µM]	CCCN1CCC(=O)N([C@H](CN=[N+]=[N-])CC(C)C)CC1
1%[76.3 µM]	Cc1c(OCC(=O)N[C@H](C(=O)O)c2ccccc2)ccc2c3c(c(=O)oc12)CCCC3
